Screening results as filed in PubChem BioAssay.
NPC1 promoter act = activates the NPC1 promoter; Huh7 NPC1 promoter luciferase reporter, 24 h; Potency, µM (highest dose often 9.22 µM), inactives show at the top dose activation, actives largely listed as activators; 320,000 compounds, 2.4% hits; AID 485313;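 further: potency means the concentration at half of the fitted maximal effect; % of control where 0% means no effect; nearly all actives have a fitted effect of over 60% in size; reporter is driven by a mutant NPC1 promoter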
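Stable NPC1-promoter luciferase Huh7 line; cpd (DMSO) 24 h, 37 °C, 5% CO2; Amplite luciferase reagent 10 min RT; luminescence readout. qHTS format.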
ELG1 genotoxic = genotoxicity induction in ELG1-luciferase HEK293T cells. AID 504466. Potency, µM (top dose mostly 46 µM), inactives show at the highest dose activity change, positive = activation, actives largely listed as activators. 330,000 compounds, 1.3% hits. HEK293T ELG1-luciferase reporter, luminescence, 16 h; further: potency means the concentration at half of the fitted maximal effect; % of control where 0% means no effect; nearly all actives have a fitted effect of over 60% in size
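Screening used a luciferase reporter fused to human ELG1 in HEK293T cells. Luminescence was read on a CCD plate imager after 16 hr exposure and 30 min ONE-Glo incubation.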
RORgamma inh = blocks mouse ROR gamma transcriptional activity; P51450; Drosophila S2 Gal4-RORgamma UAS-luciferase reporter, 20 h; 310,000 compounds, 5.4% hits; Potency, µM (series often up to 53.6 µM), inactives show at the top dose activity change, negative = inhibition, usual class: inhibitors; AID 2551; further: potency means the concentration at half of the fitted maximal effect; on the % scale 0 is the no-effect control and ±100 the full control effect; nearly all actives have a fitted effect of over 60% in size
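Luminescence from a UAS-regulated Photinus luciferase reporter in stably transfected Drosophila Schneider cells is measured; decreased signal marks ROR gamma inhibition. Fusion expression is induced by 700 uM copper sulfate for 20 hr.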
FLuc counter = firefly luciferase modulation, counter-screen for miR-21 project | P08659 | purified FLuc, Km substrates, luminescence inhibition | Potency, µM (highest dose often 57.5 µM), inactives show at the top dose activity change, negative = inhibition, actives largely listed as inhibitors | 360,000 compounds, 6.9% hits | AID 588342;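 further: potency means the concentration at half of the fitted maximal effect; plate controls were vehicle for no effect and reference inhibitor for full effect; nearly all actives have a fitted effect of over 55% in size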
Target sequence (P08659 whole entry, looked up): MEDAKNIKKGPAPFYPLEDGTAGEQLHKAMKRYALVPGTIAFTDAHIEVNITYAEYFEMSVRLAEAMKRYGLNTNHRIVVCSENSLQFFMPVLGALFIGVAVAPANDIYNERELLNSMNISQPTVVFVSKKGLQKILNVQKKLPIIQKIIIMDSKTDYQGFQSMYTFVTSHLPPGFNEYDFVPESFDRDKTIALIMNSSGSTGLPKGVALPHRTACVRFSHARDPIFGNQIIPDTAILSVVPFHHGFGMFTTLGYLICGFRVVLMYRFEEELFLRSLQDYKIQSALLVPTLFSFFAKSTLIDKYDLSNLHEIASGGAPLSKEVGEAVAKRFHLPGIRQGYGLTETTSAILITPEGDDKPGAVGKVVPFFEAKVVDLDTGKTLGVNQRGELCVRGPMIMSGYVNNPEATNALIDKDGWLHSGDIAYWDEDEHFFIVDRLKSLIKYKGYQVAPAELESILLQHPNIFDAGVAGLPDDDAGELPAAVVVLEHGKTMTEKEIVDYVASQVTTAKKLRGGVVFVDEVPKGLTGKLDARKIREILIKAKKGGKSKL
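Purified P. pyralis luciferase, 10 nM final, with Km-level 10 uM D-luciferin and 10 uM ATP in 50 mM Tris acetate pH 7.5, 10 mM Mg acetate, 0.01% Tween-20, 0.05% BSA; 6-point qHTS titration about 60 µM downward; luminescence read.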
uPA generation = cell surface uPA generation inhibition; cell surface uPA generation assay, qHTS; Potency, µM (doses to about 38.3 µM), for inactives: top-dose activity change, negative = inhibition, most hits filed as inhibitors; 330,000 compounds, 0.31% hits; AID 540303; active means well fitted inhibition curve with a large enough effect; inconclusive means small, poorly fitted or top-dose-only effect; inactive means no such curve, though single readings can be large or run the other way; tested in mouse RAW 264.7 cells; further: potency means the concentration at half of the fitted maximal effect; on the % scale 0 is the no-effect control and ±100 the full control effect; nearly all actives have a fitted effect of over 55% in size
Giardia kill = Giardia lamblia killing; Giardia lamblia trophozoite viability; activity change, % at 7.66 µM, hits read low; AID 540267; 340,000 compounds, 0.15% hits; in the data active means activity change below about -80%; inconclusive means between about -30% and that limit;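 further: parasites exposed to compound for two days anaerobically before the ATP read; on the % scale 0 is the no-effect control and ±100 the full control effect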
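Trophozoite viability was measured as ATP-dependent luminescence, read 15-30 min after reagent addition. Before that, parasites at 100 cells/well were exposed to compounds for 48 h, anaerobically, at 37 deg C.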
FBPA coupling cs = coupling enzyme interference in Giardia aldolase counter-screen; 290,000 compounds, 0.67% hits; coupling enzyme system counterscreen, AmpLite Red fluorescence; activity change, negative = inhibition, % at 58.2 µM, hits read low; in the data active means activity change below about -30%; further: on the % scale 0 is the no-effect control and ±100 the full control effect
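Final compound at 57.5 uM, incubated 10 min at RT with coupling enzyme reagent (glyceraldehyde-3-phosphate), then 20 min with substrate and AmpLite Red detection. Fluorescence read at 525/598 nm; tests interference with the coupling assay, not aldolase inhibition.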
Rab9 prom act = Rab9 promoter activation; Huh7 Rab9 promoter-luciferase reporter, luminescence, 24 h; 320,000 compounds, 2.8% hits; Potency, µM (highest dose often 9.22 µM), for inactives: top-dose activation, negative = inhibition, actives largely listed as activators; AID 485297; further: potency means the concentration at half of the fitted maximal effect; % of control where 0% means no effect; nearly all actives have a fitted effect of over 60% in size
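Huh7 reporter line, Rab9 promoter upstream of luciferase. Compound exposure 24 h at 37 °C in reduced-serum medium with 10% FBS. Read-out: luminescence.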
Tb PFK inh = blocks T. brucei phosphofructokinase | O15648 | T. brucei PFK, ADP-Glo luminescence | Potency, µM (top dose mostly 57.5 µM), inactives show top-dose activity, negative = inhibition, hits mostly inhibitors | 330,000 compounds, 0.17% hits;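 further: potency means the concentration at half of the fitted maximal effect; 0% = uninhibited 1x PFK enzyme wells and -100% = no-enzyme wells; nearly all actives have a fitted effect of over 60% in size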
Target sequence (O15648 whole entry, looked up): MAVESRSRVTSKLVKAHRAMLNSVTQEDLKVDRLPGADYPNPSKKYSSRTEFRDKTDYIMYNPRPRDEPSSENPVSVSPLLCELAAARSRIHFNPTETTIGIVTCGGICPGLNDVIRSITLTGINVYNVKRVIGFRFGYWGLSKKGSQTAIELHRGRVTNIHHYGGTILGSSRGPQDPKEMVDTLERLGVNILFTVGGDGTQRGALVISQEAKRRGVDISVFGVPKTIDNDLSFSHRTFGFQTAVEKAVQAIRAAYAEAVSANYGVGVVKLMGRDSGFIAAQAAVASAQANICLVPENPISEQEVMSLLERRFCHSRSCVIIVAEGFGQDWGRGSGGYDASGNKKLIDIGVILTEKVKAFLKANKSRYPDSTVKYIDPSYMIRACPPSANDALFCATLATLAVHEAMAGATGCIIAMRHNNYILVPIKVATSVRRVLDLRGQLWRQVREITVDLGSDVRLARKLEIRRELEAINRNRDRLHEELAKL
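Activity is normalized to no-enzyme wells (full inhibition) and 1.25 nM enzyme wells (no inhibition). Reaction: 0.5 mM F6P, 0.1 mM ATP, 45 min RT, ADP-Glo luminescence; concentration-response curves fitted and classed by quality.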
KCNH2 3.1 block = KCNH2 3.1 (human) potassium channel inhibition; U2OS KCNH2 3.1, thallium flux FluxOr; hits give low values; activity change, % (tested at about 1.8 µM); 340,000 compounds, 0.95% hits;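 active means maximum activity change below -70%; inconclusive means maximum activity change from -70% to -50%; inactive means maximum activity change above -50%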;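 further: thallium influx rate constant from kinetic fluorescence after stimulation buffer; on the % scale 0 is the no-effect control and ±100 the full control effect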
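U2OS cells transduced with KCNH2 3.1 mutant virus (1.77 x 10^8 /mL, 4 h), plated overnight at 37 C, loaded 45 min with FluxOr dye plus Red40 quencher. Thallium flux rate constant from kinetic reads after stimulation buffer, normalised to controls.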
VP16 counter = Gal4-VP16 reporter inhibition counter-screen. Drosophila S2 Gal4-VP16 UAS-luciferase, luminescence, 20 h. 310,000 compounds, 3.5% hits. Potency, µM (top dose mostly 53.6 µM), inactives show top-dose activity, negative = inhibition, usual class: inhibitors;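 further: Gal4-VP16 expression switched on by copper sulfate through the metallothionein promoter; potency means the concentration at half of the fitted maximal effect; on the % scale 0 is the no-effect control and ±100 the full control effect; nearly all actives have a fitted effect of over 50% in size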
* marks the source's active call; other numbers are inactive results; ? = inconclusive; . = not tested or not shown; & = joins results of further samples; [ ] = remark or other dose. Unless noted, the call rests on the fitted dose curve; in most records, active means well fitted curve in the direction sought with a large enough effect; inconclusive means small, poorly fitted or top-dose-only effect, or another doubt; inactive means no such curve, though single readings can be large; an effect the other way counts as inactive or inconclusive.

SMILES	NPC1 promoter act	ELG1 genotoxic	RORgamma inh	FLuc counter	uPA generation	Giardia kill	FBPA coupling cs	Rab9 prom act	Tb PFK inh	KCNH2 3.1 block	VP16 counter
CC(/C=N/NC(=O)c1cccnc1)=C\c1ccccc1	?	?	19%	13µM*	-9%	11	-1	?	-1%	7	-18%
COc1cc(NS(=O)(=O)c2ccc(NC(C)=O)cc2)ncn1	0%	2%	-18%	2%	.	5	4	-1%	7%	10	-4%
COc1ccc(C(CNC(=O)COc2ccc(F)cc2Cl)N2CCCCC2)cc1 (stereo unspecified)	-4%	-2%	.	3%	0%	6	.	-1%	1%	-18	.
CCOC(=O)CSc1c(-c2ccccc2)c2cc(Cl)ccc2[nH]c1=O	-2%	0%	-1%	6%	-4%	-11	0	1%	-10%	1	?
CCOC(=O)c1c(-c2ccccc2)oc2ccc(O)cc12	-3%	-3%	-27%	?	5%	-15	-4	16%	?	-16	?
COc1ccc(NC(=O)CN(C)S(=O)(=O)c2ccc3c(c2)n(C)c(=O)c(=O)n3C)cc1	-2%	0%	-9%	1%	-5%	9	.	-3%	-7%	-13	-14%
CCCCCC(=O)Nc1ccc(Cc2ccncc2)cc1	-1%	-1%	?	-17%	4%	-9	1	0%	-1%	-4	21%
Cc1ccc(Oc2cc(C)nc(-c3ccccc3O)n2)cc1	?	3%	?	?	-6%	-15	-5	11%	-2%	-12	-14%
O=C(N/N=C/c1ccccc1[N+](=O)[O-])c1cnccn1	?	12%	-1%	?	-1%	16	3	?	0%	-6	-15%
CCOC(=O)c1ccc(NCCc2ccc(OC)c(OC)c2)c(N)c1	-3%	-2%	24%	-19%	-3%	-13	0	3%	1%	23	23%
O=C(/C=C/c1ccc(Cl)cc1)NCc1ccco1	6%	12%	26%	13µM*	3%	11	-1	21%	0%	-10	-2%
CCOc1ccc(C(=O)Nc2ccc(S(=O)(=O)N3CCOCC3)cc2)cc1OCC	15%	3%	-14%	0%	6%	-7	-3	1%	1%	-9	-3%
COCCNC(=O)COc1ccc(Nc2ccccc2)cc1	0%	2%	0%	-6%	-2%	-1	-3	3%	-2%	7	-9%
O=C(NC1C/C(=N/O)c2cc3c(cc21)OCO3)C(F)(F)F (stereo unspecified)	-5%	0%	-10%	2%	-1%	16	1	5%	-3%	9	7%
O=C(O)c1cc(-c2ccccc2)n(-c2ccc(Cl)cc2)n1	-1%	0%	16%	?	1%	-20	7	-5%	-4%	19	-8%
CC(OC(=O)C1=COCCO1)C(=O)c1ccc(Br)cc1 (stereo unspecified)	.	3%	.	.	-7%	13	.	.	0%	-6	.
O=C(c1cn[nH]c1)N1CCc2c([nH]c3ccccc23)C1c1c(F)cccc1Cl (stereo unspecified)	-1%	-2%	1%	7%	6%	-19	0	-1%	1%	-2	-8%
CNC(=O)COc1ccc(S(=O)(=O)Nc2ccc(C)cc2)cc1	2%	1%	8%	0%	6%	0	3	0%	-5%	9	-1%
Cc1ccc(S(=O)(=O)NC(CC(C)C)C(=O)NCC(c2ccco2)N2CCCCC2)cc1 (stereo unspecified)	0%	?	.	19µM*	-3%	19	.	1%	0%	2	.
CN(C)C(=O)COc1ncnc2sc(-c3ccccc3)cc12	21%	?	18%	?	-7%	21	5	27%	2%	15	17%
Cc1c([N+](=O)[O-])c(C(=O)Nc2ccc3c(c2)OCCO3)nn1C	?	12µM*	-22%	?	3%	-4	0	?	?	0	-23%
COc1ccc(O)c(-c2[nH]ncc2C(=O)c2ccccc2C)c1	-3%	-18%	-2%	7%	3%	-5	-20	8%	2%	1	2%
CC(C)CCN(C(=O)c1ccc(Br)cc1)c1c(N)n(Cc2ccccc2)c(=O)[nH]c1=O	-3%	1%	.	7%	-15%	12	.	3%	-1%	-10	.
Cc1cc(Cl)ccc1C(=O)C1CCCN(C(=O)c2snnc2C)C1 (stereo unspecified)	2%	-1%	-13%	-3%	1%	15	2	-3%	0%	-2	?
CCOC(=O)c1c(C)c(C(=O)N2CCCCCC2)c(C)n1CC	-7%	-4%	30%	4%	.	12	2	-2%	0%	8	0%
Next structures
SMILES	NPC1 promoter act	ELG1 genotoxic	RORgamma inh	FLuc counter	uPA generation	Giardia kill	FBPA coupling cs	Rab9 prom act	Tb PFK inh	KCNH2 3.1 block	VP16 counter
COc1ccc(-n2ccnc(SCC(=O)NCc3ccc(C)cc3)c2=O)cc1Cl	1%	1%	.	3%	-7%	-13	.	-3%	-1%	-8	.
CN(C(=O)CCn1c(=S)oc2ccccc21)c1ccc(F)cc1	-4%	7%	3%	-2%	42%[activator]	16	4	-2%	2%	3	-11%
COc1ccc(C)cc1NC(=O)CSc1nnc(COc2ccccc2)n1Cc1ccco1	-3%	1%	-108%	-4%	-5%	0	1	15%	-3%	-2	?
CN1C(=O)NC2C1N(S(C)(=O)=O)CCN2S(C)(=O)=O (stereo unspecified)	-2%	-1%	2%	2%	7%	1	1	1%	-1%	0	-12%
CCNc1nc(Nc2ccc(C)c(Cl)c2)c2cnn(C)c2n1	0%	-1%	-14%	-1%	-13%	5	-1	-4%	0%	-6	-8%
COc1ccc(CCNC(=O)C2CCCN(S(=O)(=O)c3ccccc3)C2)cc1 (stereo unspecified)	0%	-16%	20%	4%	1%	-5	.	3%	1%	0	6%
CN(CC(=O)OCC(N)=O)S(=O)(=O)c1ccc(Cl)cc1	-6%	-1%	-43%	1%	2%	-6	3	8%	0%	2	-5%
CCC(CO)Oc1cc(NC(=O)c2cccc(Cl)c2)c2ncn(C(C)C)c2c1 (stereo unspecified)	-6%	-1%	.	2%	5%	23	.	-2%	-1%	2	.
CC(C)c1ccc(OCC(=O)N2CCN(C(=O)c3ccco3)CC2)cc1	-1%	6%	30%	?	-1%	5	.	-4%	-4%	.	-6%
COc1cccc(CN2CC(C(=O)NCCCn3ccnc3C)CCC2=O)c1 (stereo unspecified)	0%	-4%	-31%	9%	0%	2	0	-1%	-10%	5	1%
Cc1cccc(C)c1NC(=O)CN1C(=O)N(C)Cc2ccccc21	-1%	1%	7%	-1%	-5%	10	0	11%	-3%	.	4%
O=C(Oc1ccc2ccc(=O)oc2c1)c1ccccc1	1%	3%	-9%	?	4%	?	1	-1%	-1%	-13	4%
COc1cccc(N2CCN(C(=O)c3cc(C)oc3C)CC2)c1	-25%	0%	.	-8%	-9%	-6	.	-13%	-3%	-4	.
O=C(C1CCC1)N1CCc2cc(S(=O)(=O)Nc3ccc4c(c3)OCO4)ccc21	-3%	-2%	?	3%	-3%	-22	6	-9%	-2%	2	?
CCOC(=O)c1ccccc1NC(=O)N[C@@H](C)C(=O)OC	-7%	1%	22%	9%	2%	-8	2	10%	3%	1	-9%
CCn1ncc(NC(=S)Nc2ccc3c(c2)OCO3)c1C(N)=O	1%	5%	0%	-11%	-4%	7	-12	-1%	-2%	17	-12%
O=C1CC(=O)Nc2cc(S(=O)(=O)Nc3ccc(F)cc3Cl)ccc2N1	-4%	0%	-18%	-2%&3%	1%	4	2	-3%	-1%	4	-10%
O=C(c1cc(-c2cccnc2)nc2ccccc12)N1CCCc2ccccc21	-4%	-5%	1%	-19%	-5%	-2	4	1%	-1%	-20	-5%
C/C(=N\NC(=S)NCC(C)(C)C)c1cc(F)cc(F)c1O	3%	-14%	2.8µM*	-15%	4%	-8	1	4%	9%	-4	4µM*
CCc1ccc(C(=O)OCC(=O)NC2CCCC2)cc1	-1%	0%	1%	?	1%	18	0	0%[1.84 µM]	-19%	0	-11%
Cc1cccc(NC(=S)N(CCCN2CCOCC2)Cc2cn(C)c3ccccc23)c1	-1%	-2%	11µM*	2%	-5%	14	0	2%	14%	-9	-22%
COC(=O)CSc1nc2ccc(N)cc2s1	0%	-2%	-9%	27µM*	2%	-6	-28	-2%	-1%	-9	8%
O=C1S/C(=C/c2ccccc2)C(=O)N1CC(O)Cn1c2ccccc2c2ccccc21 (stereo unspecified)	-2%	-5%	-1%	3%	3%	-18	-1	-4%	-1%	-2	-16%
COc1ccc(Cl)cc1NC(=O)c1nnn(CC(=O)Nc2cc(C)cc(C)c2)c1N	-2%	?	9%	2%	2%	1	-1	2%	1%	-16	-9%
Nc1ccc(C(=O)N2N=C(c3ccc(F)cc3)CC2(O)C(F)(F)F)cc1 (stereo unspecified)	0%	2%	?	?	-9%	6	-2	-3%	-14%	5	-23%
CCOCCCNC(=O)C(NC(=O)c1ccccc1O)c1ccccc1 (stereo unspecified)	-6%	2%	-2%	-1%	-2%	-5	-2	0%	3%	-27	4%
